Screening results (PubChem)
PERK inhibitor – blocks human PERK kinase. inhibition, % at 5.6 µM. Q9NZJ5. CHO PERK-DD fusion, SEAP luminescence translation reporter. 0.17% of 220,000 active. AID 1416;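 active = inhibition above the mean inhibition of all tested compounds plus 3 SD, set separately per screening campaign, cut at about 2.9% in these data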;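 also: PERK kinase domain activated by AP20187 dimerizer at 100 nM; 0% = DMSO with dimerizer and 100% = rapamycin at 8.4 µM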
Ba/F3 V617F tox – lowers viability of Ba/F3 cells expressing EpoR and JAK2V617F; ATP luminescence; inhibition, % at 5.6 µM; 1.1% of 220,000 active; AID 1446;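 active = inhibition above the campaign mean plus 3 SD over all tested compounds, cut at about 24% in these data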;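 also: cytokine-independent growth of Ba/F3 cells driven by EpoR plus mutant JAK2; 0% = DMSO-treated cells and 100% = JAK inhibitor I control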
S1P4 agonist – human S1P4 receptor agonism; S1P4-expressing cell line, agonist reporter assay; activation, % at 4.98 µM; 0.35% of 220,000 active; AID 1509; in the data active = activation above about 11%;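 also: 0% = DMSO vehicle and 100% = reference agonist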
TRPN1 ag – agonists of zebrafish TRPN1 channel | HEK293 zebrafish TRPN1-YFP, Fluo-8 calcium fluorescence; 100% = response to 87 µM carbachol | AID 1424 | 0.18% of 220,000 active | activation, % at 3 µM;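 active = activation above its plate's cutoff, the mean activation of test wells on that plate plus 3 SD, cut at about 19% in these data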;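 also: 0% = DMSO alone and 100% = 87 µM carbachol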
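Assay system: Zebrafish TRPN1-YFP in HEK293 cells | Incubation: Dye loading 1 h at 37 °C, then 30 min room temperature | Measured by: Kinetic Fluo-8 fluorescence, ex 470-495, em 515-575 nm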
EP2 modulator – modulates human prostaglandin E2 receptor EP2 signaling; EP2-expressing cells, cAMP HTRF FRET, PGE2 co-stimulation; induction, % at 25 µM; 0.83% of 260,000 active; AID 940;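 active = compounds whose cAMP rise, as percent of the full-agonist control response, exceeds 60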;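 also: rat C6 glioma line stably carrying human EP2 under a CMV promoter; the protocol text gives 20 µM as final concentration; 100% = response of wells given 1 µM PGE2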
Target sequence (P43116 whole entry, looked up): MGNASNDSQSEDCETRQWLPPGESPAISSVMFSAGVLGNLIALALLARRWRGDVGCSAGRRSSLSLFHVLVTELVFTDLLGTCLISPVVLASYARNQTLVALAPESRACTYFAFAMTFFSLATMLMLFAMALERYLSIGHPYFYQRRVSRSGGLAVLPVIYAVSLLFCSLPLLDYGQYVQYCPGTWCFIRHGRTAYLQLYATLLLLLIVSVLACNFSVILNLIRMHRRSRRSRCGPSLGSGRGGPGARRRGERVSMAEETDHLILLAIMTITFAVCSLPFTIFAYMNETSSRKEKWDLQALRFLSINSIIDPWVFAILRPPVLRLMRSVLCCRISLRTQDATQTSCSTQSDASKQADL
TRPML3 ag – human mucolipin-3 channel agonism; HEK293 TRPML3-YFP, Fluo-8 calcium fluorescence; 100% = the carbachol control signal; activation, % at 3 µM; 0.29% of 220,000 active;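 active = activation above its plate's cutoff, the mean activation of the plate's test wells plus 3 SD, cut at about 12% in these data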;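 also: 0% = DMSO only wells and 100% = carbachol wells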
Target sequence (Q8TDD5 whole entry, looked up): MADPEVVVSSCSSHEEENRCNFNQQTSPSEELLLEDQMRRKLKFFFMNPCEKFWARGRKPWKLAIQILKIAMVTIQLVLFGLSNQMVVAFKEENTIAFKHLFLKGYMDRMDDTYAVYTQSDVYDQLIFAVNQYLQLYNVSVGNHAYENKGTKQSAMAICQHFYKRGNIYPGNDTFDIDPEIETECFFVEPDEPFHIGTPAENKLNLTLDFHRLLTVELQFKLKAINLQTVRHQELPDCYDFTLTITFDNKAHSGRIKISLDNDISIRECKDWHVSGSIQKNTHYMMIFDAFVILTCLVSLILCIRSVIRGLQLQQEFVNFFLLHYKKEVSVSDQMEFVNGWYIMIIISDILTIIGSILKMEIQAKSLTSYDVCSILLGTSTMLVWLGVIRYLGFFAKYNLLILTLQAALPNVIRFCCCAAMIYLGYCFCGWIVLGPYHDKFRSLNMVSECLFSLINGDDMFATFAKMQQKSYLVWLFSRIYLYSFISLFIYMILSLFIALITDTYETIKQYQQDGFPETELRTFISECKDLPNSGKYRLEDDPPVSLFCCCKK
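Test system: HEK293 cells stably carrying human TRPML3-YFP; Doses: single dose, 3 µM final nominal compound, 0.3% DMSO final; Schedule: dye loading 1 h 37 °C then 30 min ambient, 125 s read; Technique: Fluo-8 calcium fluorescence; Benchmarks: high control carbachol 87 µM, low control DMSO.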
m-calpain inh – blocks pig calpain II enzyme activity. 0.37% of 220,000 active. AID 1236. inhibition, % at 16 µM. purified calpain II, fluorogenic peptide substrate, 30 min;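 active = inhibition above about 50%, limit read from the data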
BaF3 parental – reduces parental Ba/F3 cell viability, JAK2V617F counter-screen; CellTiter-Glo ATP luminescence; 1.1% of 220,000 active; inhibition, % at 5.6 µM;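 active = inhibition above a per-campaign cutoff, the mean inhibition of all tested compounds plus 3 SD, cut at about 27% in these data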;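 also: 0% = DMSO wells and 100% = JAK Inhibitor I control wells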
S1P4 antag – human S1P4 receptor antagonism. S1P4-expressing cells, antagonist mode, reporter read-out. inhibition, % at 4.98 µM. 0.26% of 220,000 active. AID 1510; in the data active = inhibition above about 29%;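 also: 0% = wells stimulated with agonist and 100% = vehicle wells without agonist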
* = called active by the depositor; & = joins results of further samples.

`Cc1[nH]n(-c2cccc(Cl)c2)c(=O)c1-c1ccccc1` gave PERK inhibitor -0.6, Ba/F3 V617F tox -1, S1P4 agonist 1.6, TRPN1 ag -0.4, EP2 modulator 25, TRPML3 ag -0.3, m-calpain inh 1, BaF3 parental 3 and S1P4 antag 0.
Screening CCC(CC)C(=O)NCCN1CCN(C(=O)C(CC)CC)CC1 returned PERK inhibitor -0.5, Ba/F3 V617F tox -3, S1P4 agonist -1.8, TRPN1 ag 0.6, EP2 modulator 26, TRPML3 ag -0.1, m-calpain inh -1, BaF3 parental 2 and S1P4 antag -23.
`CC(C)(C)C1=CC(=O)C(=O)C(C(C)(C)C)=C1` gave PERK inhibitor 1.2, Ba/F3 V617F tox -1, S1P4 agonist 2.1, TRPN1 ag 1.6, EP2 modulator -74, TRPML3 ag 0.3, m-calpain inh -20, BaF3 parental 2 and S1P4 antag -27.
Screening O=c1cnnc(SCCc2ccccc2)[nH]1 returned PERK inhibitor 0.2, Ba/F3 V617F tox 4, S1P4 agonist 0.9, TRPN1 ag 0.4, EP2 modulator -9, TRPML3 ag 0.0, m-calpain inh -24, BaF3 parental 3 and S1P4 antag -4.
CC1CN(C(=O)c2cccc(COc3ccccc3Cl)c2)CC(C)O1 (centres undefined) was read as PERK inhibitor -0.1, Ba/F3 V617F tox 9, S1P4 agonist -0.6, TRPN1 ag 1.0, EP2 modulator 0, TRPML3 ag -0.4, m-calpain inh 26, BaF3 parental 11 and S1P4 antag -25.
Screening CCCn1nnnc1SCC(=O)c1ccc(NC(C)=O)cc1 returned PERK inhibitor -0.2, Ba/F3 V617F tox -4, S1P4 agonist 0.2, TRPN1 ag 0.1, EP2 modulator -41, TRPML3 ag 0.4, m-calpain inh 9, BaF3 parental 1 and S1P4 antag -6.
Screening COc1ccc(C(=O)Nc2ccc(NC(=O)c3ccco3)c(Cl)c2)cc1OC returned PERK inhibitor -1.3, Ba/F3 V617F tox 4, S1P4 agonist -0.4, TRPN1 ag 0.3, EP2 modulator -14, TRPML3 ag 0.2, m-calpain inh -111, BaF3 parental 0 and S1P4 antag -12.
For COCCNC(=O)C1CC(=O)N(C2CCCCC2)C1 (centres undefined) the results were PERK inhibitor 0.6, Ba/F3 V617F tox -1, S1P4 agonist -2.2, TRPN1 ag 1.4, EP2 modulator 12, TRPML3 ag 1.1, m-calpain inh 0, BaF3 parental 3 and S1P4 antag -20.
`Cc1ccc(NC(=O)OCc2cc(-c3ccccc3)on2)cc1` gave PERK inhibitor 0.5, Ba/F3 V617F tox 1, S1P4 agonist 1.0, TRPN1 ag -1.6, EP2 modulator -36, TRPML3 ag -0.6, m-calpain inh -29, BaF3 parental 7 and S1P4 antag 1.
`O=C(Cn1c2[n+](c3ccc(C(F)(F)F)cc31)CCCCC2)Nc1ccc(Br)cc1` gave PERK inhibitor 0.5, Ba/F3 V617F tox 1, S1P4 agonist 0.0, TRPN1 ag 0.2, EP2 modulator 36, TRPML3 ag 0.2, m-calpain inh -28, BaF3 parental 6 and S1P4 antag 18.
CC(C)(C)NC(=O)C1CN(S(=O)(=O)c2ccccc2)CCN1S(=O)(=O)c1ccccc1 (centres undefined) was read as PERK inhibitor -0.2, Ba/F3 V617F tox 1, S1P4 agonist 0.5, TRPN1 ag 0.6, EP2 modulator -3, TRPML3 ag 0.9, m-calpain inh 1, BaF3 parental 6 and S1P4 antag -6.
For NC1=NC(=O)/C(=C/c2ccccc2OS(=O)(=O)c2ccc3ccccc3c2)S1 the results were PERK inhibitor 0.9, Ba/F3 V617F tox 0, S1P4 agonist -0.7, TRPN1 ag 1.6, EP2 modulator -6, TRPML3 ag 0.5, m-calpain inh -1, BaF3 parental 5 and S1P4 antag -4.
CS(=O)(=O)N1CCN(c2ccc(NC(=O)COc3ccccc3)cc2)CC1 was read as PERK inhibitor 0.9, Ba/F3 V617F tox -1, S1P4 agonist 0.6, TRPN1 ag 1.9, EP2 modulator -4&-2, TRPML3 ag 1.7, m-calpain inh -19, BaF3 parental 10 and S1P4 antag 7.
Screening CCN(CCCNS(=O)(=O)c1ccc2c(c1)oc(=O)n2C)c1cccc(C)c1 returned PERK inhibitor 1.3, Ba/F3 V617F tox -1, S1P4 agonist 0.8, TRPN1 ag -0.3, EP2 modulator -12, TRPML3 ag 0.4, m-calpain inh 13, BaF3 parental 3 and S1P4 antag -8.
Screening COCCN1C(=O)c2ccccc2C(C(=O)NCCCN2CCCC2)C1c1c[nH]c2ccccc12 (centres undefined) returned PERK inhibitor -0.5, Ba/F3 V617F tox 3, S1P4 agonist 0.8, TRPN1 ag -1.2, EP2 modulator 23, TRPML3 ag 0.6, m-calpain inh -10, BaF3 parental 7 and S1P4 antag -4.

The last two entries of the section before come first, to join the parts.
Screening CCN(CCCNS(=O)(=O)c1ccc2c(c1)oc(=O)n2C)c1cccc(C)c1 returned PERK inhibitor 1.3, Ba/F3 V617F tox -1, S1P4 agonist 0.8, TRPN1 ag -0.3, EP2 modulator -12, TRPML3 ag 0.4, m-calpain inh 13, BaF3 parental 3 and S1P4 antag -8.
Screening COCCN1C(=O)c2ccccc2C(C(=O)NCCCN2CCCC2)C1c1c[nH]c2ccccc12 (centres undefined) returned PERK inhibitor -0.5, Ba/F3 V617F tox 3, S1P4 agonist 0.8, TRPN1 ag -1.2, EP2 modulator 23, TRPML3 ag 0.6, m-calpain inh -10, BaF3 parental 7 and S1P4 antag -4.
Cc1cc(C)cc(C(=O)NCC(=O)OC(C)C(=O)N(C)c2ccccc2)c1 (centres undefined) was read as PERK inhibitor -0.1, Ba/F3 V617F tox 2, S1P4 agonist 0.1, TRPN1 ag -0.3, EP2 modulator 18, TRPML3 ag -1.5, m-calpain inh -29, BaF3 parental 4 and S1P4 antag -16.
`CCOc1ccccc1C(=O)N1CCN(c2ccc(C(F)(F)F)cn2)CC1` gave PERK inhibitor -0.4, Ba/F3 V617F tox 3, S1P4 agonist -3.2, TRPN1 ag 4.8, EP2 modulator -20, TRPML3 ag 2.7, m-calpain inh 19, BaF3 parental 9 and S1P4 antag -11.
Screening C=CCSC1=N/C(=C\c2ccc(C(=O)O)cc2)C(=O)S1 returned PERK inhibitor -0.4, Ba/F3 V617F tox 0, S1P4 agonist 0.2, TRPN1 ag -0.3, EP2 modulator 11, TRPML3 ag 1.3, m-calpain inh -17, BaF3 parental 6 and S1P4 antag 2.
CCc1nnc(NC(=O)c2cc(S(=O)(=O)N3CCOCC3)ccc2N2CCCCC2)s1 was read as PERK inhibitor -0.2, Ba/F3 V617F tox 3, S1P4 agonist 0.9, TRPN1 ag -0.5, EP2 modulator 18, TRPML3 ag 0.8, m-calpain inh -11, BaF3 parental 11 and S1P4 antag 0.
Screening O=C1N=C(N2CCOCC2)S/C1=C\c1cccnc1 returned PERK inhibitor 0.3, Ba/F3 V617F tox 0, S1P4 agonist 0.3, TRPN1 ag 0.5, EP2 modulator 36, TRPML3 ag 0.6, m-calpain inh -20, BaF3 parental 0 and S1P4 antag -22.
Screening CC12CCC(C(=O)Nc3cccc4ccccc34)(C1Br)C2(C)C (centres undefined) returned PERK inhibitor -0.1, Ba/F3 V617F tox -3, S1P4 agonist -0.9, TRPN1 ag -1.8, EP2 modulator -23, TRPML3 ag -1.2, m-calpain inh 12, BaF3 parental 0 and S1P4 antag -15.
Screening COc1ccc(N(CC(=O)NC2CCCCCC2)S(=O)(=O)c2c(C)nn(C)c2C)cc1 returned PERK inhibitor -0.8, Ba/F3 V617F tox 2, S1P4 agonist -1.5, TRPN1 ag 2.2, EP2 modulator -12, TRPML3 ag 0.5, m-calpain inh -7, BaF3 parental 1 and S1P4 antag 12.
Screening O=[N+]([O-])c1ccc(/C=N/Nc2ccc3ccccc3c2)o1 returned PERK inhibitor 0.0, Ba/F3 V617F tox -5, S1P4 agonist -0.5, TRPN1 ag 2.3, EP2 modulator -61, TRPML3 ag 1.5, m-calpain inh -11, BaF3 parental 1 and S1P4 antag -15.
For O=C(COC(=O)c1cc(=O)[nH]c2ccccc12)Nc1cccc(S(=O)(=O)N2CCOCC2)c1 the results were PERK inhibitor 1.6, Ba/F3 V617F tox 4, S1P4 agonist 0.8, TRPN1 ag 1.9, EP2 modulator -3, TRPML3 ag -0.2, m-calpain inh -49, BaF3 parental -6 and S1P4 antag 7.
For CCSc1nnc2c(n1)OC(c1ccc(C(=O)O)cc1)N(C(C)=O)c1ccccc1-2 (centres undefined) the results were PERK inhibitor -0.2, Ba/F3 V617F tox 1, S1P4 agonist 1.5, TRPN1 ag 1.2, EP2 modulator -13, TRPML3 ag 0.7, m-calpain inh -10, BaF3 parental 2 and S1P4 antag -16.
For O=C(CN(Cc1ccco1)C(=O)c1ccc(Cl)cc1)Nc1c(Cl)cc(Cl)cc1Cl the results were PERK inhibitor -0.5, Ba/F3 V617F tox 2, S1P4 agonist -0.2, TRPN1 ag -0.1, EP2 modulator 47, TRPML3 ag 0.7, m-calpain inh 13, BaF3 parental 5 and S1P4 antag -10.
CC(c1n[nH]c(=S)n1-c1ccc(Cl)cc1)N(C)C (centres undefined) was read as PERK inhibitor 2.2, Ba/F3 V617F tox -2, S1P4 agonist 0.2, TRPN1 ag -0.7, EP2 modulator 21, TRPML3 ag 0.8, m-calpain inh -9, BaF3 parental 3 and S1P4 antag -2.
CC(C)C(=O)Nc1ccc2c3c(cccc13)CC2 was read as PERK inhibitor 1.2, Ba/F3 V617F tox -1, S1P4 agonist 1.8, TRPN1 ag -0.2, EP2 modulator 19, TRPML3 ag 0.1, m-calpain inh 8, BaF3 parental 3 and S1P4 antag -13.
COc1ccccc1NS(=O)(=O)c1ccc(C(N)=O)cc1 was read as PERK inhibitor 1.3, Ba/F3 V617F tox 5, S1P4 agonist 0.0, TRPN1 ag -0.2, EP2 modulator 4, TRPML3 ag 1.1, m-calpain inh 12, BaF3 parental 8 and S1P4 antag 21.
CCCCOC(=O)CSC1=C(C#N)C(c2ccccc2OC)C(C#N)C(=O)N1 (centres undefined) was read as PERK inhibitor 0.1, Ba/F3 V617F tox 0, S1P4 agonist -0.4, TRPN1 ag -0.4, EP2 modulator 34, TRPML3 ag -0.5, m-calpain inh -49, BaF3 parental 4 and S1P4 antag -10.
Cc1ccc(N=Cc2sc(O)c3ccccc23)c(C)c1 was read as PERK inhibitor 0.1, Ba/F3 V617F tox 3, S1P4 agonist -2.7, TRPN1 ag 0.6, EP2 modulator -28, TRPML3 ag 1.4, m-calpain inh -3, BaF3 parental 6 and S1P4 antag 6.
CCn1c(O)c(/C=N/NC(=O)c2ccncc2)c(=O)n(CC)c1=S was read as PERK inhibitor 0.4, Ba/F3 V617F tox 2, S1P4 agonist 1.3, TRPN1 ag -0.3, EP2 modulator 20, TRPML3 ag 0.6, m-calpain inh -46, BaF3 parental 9 and S1P4 antag -4.
C=CCN(c1ccccc1)S(=O)(=O)c1cccc(C(=O)Nc2nnc(SCC)s2)c1 was read as PERK inhibitor 0.8, Ba/F3 V617F tox 1, S1P4 agonist 1.1, TRPN1 ag -2.7, EP2 modulator 23, TRPML3 ag -0.6, m-calpain inh -59, BaF3 parental 4 and S1P4 antag 1.
For O=C(COc1ccc(Cl)cc1)Nc1cc(S(=O)(=O)N2CCCCC2)ccc1N1CCCCC1 the results were PERK inhibitor 0.5, Ba/F3 V617F tox 1, S1P4 agonist 3.3, TRPN1 ag -1.2, EP2 modulator 47, TRPML3 ag 0.2, m-calpain inh -6, BaF3 parental 3 and S1P4 antag -5.
COc1ccc(C(=O)CSc2nc(-c3ccccn3)nc(C)c2Cl)cc1 was read as PERK inhibitor -2.1, Ba/F3 V617F tox -3, S1P4 agonist -0.4, TRPN1 ag -0.6, EP2 modulator 1, TRPML3 ag 0.4, m-calpain inh -13, BaF3 parental -1 and S1P4 antag -3.
